Screens from PubChem.
Shiga inhibitor = inhibitors of Shiga toxin in Vero cells; Vero cells, Shiga toxin protein synthesis inhibition reporter; inhibition, % at 38.7 µM; hit rate 9.2% among 290,000; AID 2315; in the data active = inhibition mostly above about 28%, no sharp cut-off; inactive = mostly below about 43%; note: 0% is about no effect
HCV inhibitor = inhibitors of hepatitis C virus infection. Huh7.5.1 HCVcc-Cre infection, luciferase reporter, 44 h. hit rate 3.4% among 340,000. Potency, µM (top dose mostly 41.8 µM), for inactives: at the highest dose activity change, negative = inhibition, most hits filed as inhibitors. AID 651820; note: potency is the fitted concentration of half-maximal effect; % is set by controls: 0 for no effect and ±100 for the full control effect
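Antiviral activity was scored by luciferase reporter output from cells infected with HCVcc-Cre (~0.5 moi) in presence of compound, 44 h infection period, cells seeded 1,000/well 4 h prior.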
Pf growth 48h = inhibits P. falciparum growth in the first generation, 48 h; P. falciparum luciferase growth in erythrocytes, 48 h; Potency, µM (highest dose often 28.7 µM), for inactives: top-dose activity change, negative = inhibition, actives largely listed as inhibitors; hit rate 5.9% among 310,000; note: potency is the fitted concentration of half-maximal effect; % is set by controls: 0 for no effect and ±100 for the full control effect
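Compounds are pin-transferred into medium, infected erythrocytes (2% hematocrit, 0.1% parasitemia final) are added, and plates sit one parasite generation at 37 C in 5% CO2. Detection reagent is then added and luminescence measured.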
Pf growth 96h = P. falciparum growth inhibition at 96 hours | P. falciparum luciferase reporter growth, 96 h | Potency, µM (doses to about 28.7 µM), for inactives: at the highest dose activity change, negative = inhibition, actives largely listed as inhibitors | hit rate 6.9% among 320,000 | AID 504834; note: potency is the fitted concentration of half-maximal effect; % is set by controls: 0 for no effect and ±100 for the full control effect
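Two-generation exposure (96 h) targets delayed-death phenotype. Reporter parasites carrying integrated firefly luciferase, in red cells at 2% hematocrit and 0.05% parasitemia final, kept at 37 C, 5% CO2; luminescence loss indicates inhibition.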
Tb PYK inh = blocks Trypanosoma brucei pyruvate kinase; Q57TT1; TbPYK enzyme, Kinase-Glo Plus ATP luminescence, 45 min; Potency, µM (series often up to 76.8 µM), inactives show top-dose activity, negative = inhibition, most hits filed as inhibitors; hit rate 0.12% among 410,000; AID 624173; note: potency is the fitted concentration of half-maximal effect; % is set by controls: 0 for no effect and ±100 for the full control effect; nearly all actives have a fitted effect of over 50% in size
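Luminescent Kinase-Glo Plus end-point after 45 min room-temperature reaction of T. brucei pyruvate kinase started with 130 uM ADP (final). Buffer TEA 50 mM pH 7.2 with KCl, MgCl2, BSA, Tween-20; titration-based qHTS with fitted concentration-effect curves.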
Cycloheximide cs = counter-screen for Shiga toxin inhibitors: cycloheximide protein synthesis inhibition; hit rate 12% among 300,000; AID 2314; max response, %; cell reporter, cycloheximide protein synthesis inhibition counterscreen; in the data active = max response mostly above about 13%, no sharp cut-off; inactive = mostly below about 14%; note: read at 38.3 µM for the half of the compounds with a filed dose; 0% is about no effect
LmPK inh = blocks Leishmania mexicana pyruvate kinase activity; purified LmPK, Kinase-Glo ATP luminescence, 1 h; Potency, µM (top dose mostly 57.5 µM), for the others: at the top dose activity change, negative = inhibition, usual class: inhibitors; hit rate 0.37% among 290,000; AID 1721; note: potency is the fitted concentration of half-maximal effect; % is set by controls: 0 for no effect and ±100 for the full control effect
Target sequence (Q27686 whole entry, looked up): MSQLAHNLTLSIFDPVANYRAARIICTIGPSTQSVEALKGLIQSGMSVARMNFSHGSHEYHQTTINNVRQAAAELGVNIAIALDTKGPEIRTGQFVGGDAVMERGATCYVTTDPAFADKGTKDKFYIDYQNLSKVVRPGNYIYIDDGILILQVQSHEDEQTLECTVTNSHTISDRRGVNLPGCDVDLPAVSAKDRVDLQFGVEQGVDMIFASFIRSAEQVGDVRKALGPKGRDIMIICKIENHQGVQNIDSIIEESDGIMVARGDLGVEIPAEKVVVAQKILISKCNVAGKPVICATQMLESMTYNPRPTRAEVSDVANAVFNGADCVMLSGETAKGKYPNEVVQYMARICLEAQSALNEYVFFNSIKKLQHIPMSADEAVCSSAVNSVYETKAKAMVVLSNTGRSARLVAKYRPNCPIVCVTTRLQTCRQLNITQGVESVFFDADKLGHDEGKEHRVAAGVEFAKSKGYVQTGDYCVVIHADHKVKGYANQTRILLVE
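Purified LmPK (0.1 nM) with 0.5 mM PEP and 0.1 mM ADP in imidazole buffer pH 7.2 with MgCl2/KCl, 1 h at room temperature. ATP formed was read by luciferase luminescence and normalized to no-enzyme and uninhibited controls.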
An asterisk follows results filed as active; ? = inconclusive; . = not tested or not shown; + = active, no number; [ ] = remark or other dose. Unless noted, calls come from the whole dose curve; as a rule, active = well fitted curve in the direction sought with a large enough effect; inconclusive = small, poorly fitted or top-dose-only effect, or another doubt; inactive = no such curve, though single readings can be large; an effect the other way counts as inactive or inconclusive.

SMILES | Shiga inhibitor | HCV inhibitor | Pf growth 48h | Pf growth 96h | Tb PYK inh | Cycloheximide cs | LmPK inh
O=C(CNC(=O)c1ccc(Br)o1)NCC1CCCO1 (configuration not stated) | -17.7 | 5.4% | 24.5% | 9.9% | -5.3% | -2.0 | -9.0%
COCCCNC(=O)CN(c1ccc(Cl)c(Cl)c1)S(C)(=O)=O | 18.0 | 13.3% | 4.5% | 8.1% | -0.3% | -2.8 | -3.6%
Cc1cc(C)n(-c2ccc(C(=O)OC(C)C(=O)Nc3ccc(C(N)=O)cc3)cc2)n1 (configuration not stated) | . | ? | 28.3% | 15.8% | 1.2% | . | .
CN1CCN(C(=O)N2c3ccccc3CCc3ccccc32)CC1 | -6.4 | 1.6% | -17.5% | -0.7% | 0.5% | -2.6 | 3.5%
COc1ccccc1OCCOCCOc1ccc(C)cc1Br | -5.7 | -17.8% | -7.6% | ? | -1.5% | 0.8 | -2.0%
CCOc1ccc(NC(=O)CCN2CCN(S(=O)(=O)c3ccc(Cl)cc3)CC2)cc1 | -5.9 | ? | . | ? | 4.7% | -2.9 | 1.3%
COc1ccc(N2C(=O)CC(N3CCCCC3)C2=O)cc1 (configuration not stated) | 5.8 | 26.8% | 8.2% | -29.7% | -3.3% | 8.6 | 3.7%
O=C(COC(=O)Cc1ccc(S(=O)(=O)N2CCOCC2)s1)NCc1ccc(Cl)cc1 | -10.2 | 20.3% | . | -9.9% | 0.6% | -2.4 | 0.5%
Cc1cc(Br)ccc1SCC(=O)OCC(=O)NCc1ccco1 | 14.0 | 1.2% | 18.6% | 30.6%[activator] | -8.4% | -1.1 | 9.9%
Cc1ccc(NC(=S)NNC(=O)Cn2nc(C(F)F)cc2C(F)F)cc1 | 1.8 | 17.3% | 7.5% | 12.4% | -10.6% | 0.9 | 6.9%
Cc1cccc(NC(=O)/C(C#N)=C/c2cn(CC(=O)NCc3ccco3)c3ccccc23)c1 | -10.7 | ? | 20.5% | 22.4% | -6.6% | -5.8 | 2.7%
O=C(CCCn1c(=O)[nH]c2cc(Cl)ccc2c1=O)NC1CCCCCC1 | -7.2 | -11.8% | . | . | -6.8% | -3.7 | -4.7%
COCCN1C(=O)c2ccc(C(=O)Nc3cccnc3)cc2C1=O | -2.7 | . | 44.8%[activator] | ? | -5.3% | -1.6 | -4.2%
Cc1nn(-c2ccccc2)c(C)c1/C=N/N1CCN(c2ccccn2)CC1 | 12.1 | -12.2% | 0.0% | ? | 7.4% | 4.0 | -10.1%
N#Cc1ccc(C(=O)Nc2cc(-c3ccccc3)nn2-c2ccccc2)cc1 | . | 10µM* | 24.3% | ? | 0.8% | . | .
CCOC(=O)N1CCN(S(=O)(=O)c2ccc3[nH]cc(C(=O)O)c(=O)c3c2)CC1 | -24.0 | 23.4% | -15.8% | -1.5% | -6.2% | -5.0 | 2.6%
CN(c1cccc(NC(=O)c2ccc(N(C)S(=O)(=O)c3ccccc3)cc2)c1)S(C)(=O)=O | 5.6 | 8.91µM* | ? | 19.0% | -27.8% | -2.0 | 0.8%
CCCOc1ccccc1/C=N/NC(=O)C1CC1 | -2.9 | ? | ? | 13.6% | -2.1% | -2.8 | -1.1%
Cc1cc(C)n2nc(C)c(-c3ccc(Cl)cc3)c2n1 | -2.9 | 11.2µM* | -5.7% | 7.4% | 2.6% | -0.7 | 4.3%
COc1cc(C(=O)N/N=C(\Cc2ncc[nH]2)c2ccccc2)cc(OC)c1OC | -13.6 | ? | ? | -78.0% | -7.4% | -2.0 | 6.6%
COc1ccc2c(C)cc(N3CCN(Cc4ccccc4)CC3)nc2c1 | -8.3 | -13.4% | 9.1% | 7.8% | 1.8% | -3.4 | 1.0%
CCOC(=O)N1CCN(C(=O)CSc2ccc(C(F)(F)F)cc2[N+](=O)[O-])CC1 | -14.2 | 5.9% | 5.9% | 6.0% | -5.1% | -5.1 | 0.8%
O=C(COC(=O)CC1CCCCC1)Nc1c(Cl)cccc1Cl | . | -10.1% | 1.4% | -23.7% | 0.7% | . | .
CCN1C(=O)NC2=C(C(=O)c3ccccc32)C1c1ccccc1F (configuration not stated) | -34.3 | ? | ? | . | -1.5% | -4.9 | -1.7%
Nc1nc(=O)n([C@@H]2CS[C@H](CO)O2)cc1F | . | . | -8.1% | -17.6% | 2.4% | . | .
Cc1ccc(NS(=O)(=O)Cc2ccccc2)nc1 | 55.9* | 1.2% | 110.1%[activator] | -2.8% | -0.1% | 24.8* | -9.8%
CC(C)(C)NC(=O)CN(C(=O)CNS(=O)(=O)c1ccc(Cl)cc1)c1ccc2c(c1)OCCO2 | 26.7 | 21.8% | -10.3% | 24.9% | 4.5% | 9.4 | 6.1%
O=C(NC1CCCCCCC1)c1ccccc1O | 75.3* | -0.9% | 11.7µM* | ? | -9.9% | 31.5* | -1.3%
CCOc1ccc(CC2CC(=O)NC2=O)cc1 (configuration not stated) | -16.0 | -5.7% | 12.6% | ? | 2.0% | -3.2 | -4.2%
N/C(=N\OC(=O)COc1ccc(Br)cc1Cl)c1ccccn1 | 44.8 | -5.6% | 410.3%[activator] | -4.3% | -13.3% | 50.1* | -21.1%
Cc1ccc2c(C(=O)CCl)c(C)[nH]c2c1 | -3.1 | ? | 1.2% | -0.9% | -10.3% | -2.3 | -1.4%
Cc1ccccc1OCCC(=O)OCC(=O)N1CCN(S(=O)(=O)c2ccc(Cl)cc2)CC1 | . | ? | -14.2% | 0.2% | 2.8% | . | .
c1coc(-c2nc3ccccc3nc2-c2ccco2)c1 | 14.2 | -18.2% | -14.1% | ? | ? | -1.0 | 1.9%
O=C(Cn1cnc2c(nnn2Cc2ccccc2)c1=O)NCC1CCCO1 (configuration not stated) | -2.8 | ? | -4.9% | 1.2% | -0.4% | -2.3 | -0.4%
COc1ccc(CN(C(=O)c2ccc(CN3CCOCC3)o2)C(C(=O)NCC2CCCO2)c2ccc(F)cc2)cc1 (configuration not stated) | 23.8 | 18.8% | ? | -5.0% | 2.5% | 11.8 | -0.6%
CCOC(=O)C1CCN(S(=O)(=O)c2cccc(-c3cn4cc(Cl)ccc4n3)c2)CC1 | 14.1 | -13.4% | ? | . | -13.6% | 7.4 | 2.2%
CCCCN1C(=O)C(=O)N(c2ccccc2)C1=S | + | 31.8%[activator] | -16.5% | 57.0%[activator] | -5.7% | 66.6* | -8.9%
Brc1ccc(C2CC(c3ccccc3)=Nc3ccccc3N2)cc1 (configuration not stated) | 105.4* | -4.8% | 12.1% | -26.0% | -6.6% | 43.8* | -20.6%
CC(O)CNCc1ccc(-c2ccccc2)cc1 (configuration not stated) | -12.5 | ? | -4.6% | -11.5% | -17.7% | -1.3 | -3.3%
COC(=O)C1=C(c2c(C)noc2C)C[C@@H]2CC[C@H]1N2C(=O)NCCCOC(C)C | . | 5.1% | 42.4%[activator] | ? | 1.3% | . | .
CSCCC(NC(=O)c1ccccc1Cl)C(=O)NC1CCN(Cc2ccccc2)CC1 (configuration not stated) | -3.7 | -1.2% | 50.3%[activator] | -21.0% | -18.3% | 4.9 | -0.9%
COc1cccc(-n2c(=O)[nH]cc(C(=O)Nc3ccc4c(c3)OCCO4)c2=O)c1 | 18.9 | 12.4% | 30.9%[activator] | 10.8% | -3.4% | -1.4 | 1.7%
COc1ccc(C(=O)OCC(=O)Nc2ncc([N+](=O)[O-])s2)cc1OC | . | 11.3% | 33.5%[activator] | 45.9%[activator] | -27.4% | . | .
Cc1cccc(NC(=O)c2cc(NC(=O)c3ccccc3)ccc2N2CCCCC2)c1 | -2.7 | ? | . | -3.9% | -3.9% | -5.2 | 3.2%
COc1cc(C(C(=O)NC2CCCCC2)N(C(=O)Cc2c[nH]c3ccccc23)c2ccccc2C)cc(OC)c1OC (configuration not stated) | -10.3 | 17.8% | 13.1µM* | ? | -3.2% | -2.0 | -0.7%
COc1ccc(Cl)cc1NC(=O)CSc1nc(-c2ccccc2)cc(=O)[nH]1 | -5.0 | 10.0% | 0.5% | -0.8% | 2.1% | -3.3 | 1.8%
O=C(CN1C(=O)NC2(CCc3ccccc32)C1=O)c1ccccc1 (configuration not stated) | -24.7 | 30.3%[activator] | -8.0% | 12.0% | 2.0% | -0.7 | -9.5%
O=C(Cn1nnc2ccccc2c1=O)Nc1cccc(S(=O)(=O)N2CCOCC2)c1 | 36.1 | ? | ? | -26.6% | -5.2% | -2.7 | 1.5%

4 entries picked at random from the list so far, as already listed:
SMILES | Shiga inhibitor | HCV inhibitor | Pf growth 48h | Pf growth 96h | Tb PYK inh | Cycloheximide cs | LmPK inh
CSCCC(NC(=O)c1ccccc1Cl)C(=O)NC1CCN(Cc2ccccc2)CC1 (configuration not stated) | -3.7 | -1.2% | 50.3%[activator] | -21.0% | -18.3% | 4.9 | -0.9%
COc1ccc(C(=O)OCC(=O)Nc2ncc([N+](=O)[O-])s2)cc1OC | . | 11.3% | 33.5%[activator] | 45.9%[activator] | -27.4% | . | .
CCCCN1C(=O)C(=O)N(c2ccccc2)C1=S | + | 31.8%[activator] | -16.5% | 57.0%[activator] | -5.7% | 66.6* | -8.9%
COc1cc(C(C(=O)NC2CCCCC2)N(C(=O)Cc2c[nH]c3ccccc23)c2ccccc2C)cc(OC)c1OC (configuration not stated) | -10.3 | 17.8% | 13.1µM* | ? | -3.2% | -2.0 | -0.7%

Later entries
SMILES | Shiga inhibitor | HCV inhibitor | Pf growth 48h | Pf growth 96h | Tb PYK inh | Cycloheximide cs | LmPK inh
COCc1c(C(=O)NCC2COc3ccccc3O2)oc2ccccc12 (configuration not stated) | . | 5.6% | 11.7µM* | ? | 0.9% | . | .
CC(C)c1cc(C(=O)Nc2cccc(C(F)(F)F)c2)no1 | 121.5* | 1.2% | . | ? | 3.3% | 49.7* | -7.2%
COC(=O)C1=C(c2cc3ccccc3s2)C[C@@H]2CC[C@H]1N2C | . | -0.1% | 58.3%[activator] | 26.7% | 2.4% | . | .
COc1cc2cc(CN(CCCO)S(=O)(=O)c3ccccc3Cl)c(=O)[nH]c2cc1OC | -7.8 | 11.3% | ? | ? | 2.2% | -1.4 | 0.9%
O=C(COC(=O)c1cccnc1)c1ccc(Cl)cc1 | 9.7 | 15.8% | -30.5% | 15.2% | 0.0% | 12.3 | -17.1%
FC(F)(F)c1cccc(N2CCN(c3ccc4nnc(-c5ccccc5)n4n3)CC2)c1 | -14.5 | . | . | ? | 0.2% | -2.9 | 2.0%
CCC(C)Sc1ccc(-c2nc3ccc(C)cn3c2NCc2ccccc2)cc1OC (configuration not stated) | . | 3.98µM* | 3.7µM* | 4.65µM* | 3.4% | . | .
CCC(C)NC(=O)C1CCN(S(=O)(=O)c2cccc3cccnc23)CC1 (configuration not stated) | 14.7 | 4.3% | . | 27.5% | 3.8% | -1.9 | -2.4%
Cc1cc(C)cc(NC(=O)Nc2ccc(S(=O)(=O)Nc3cc(C)on3)cc2)c1 | -6.2 | 5.9% | -8.7% | 0.0% | -7.7% | -5.7 | 7.2%
Cc1cc(S(=O)(=O)NCc2ccccc2)ccc1OCC(=O)N1CCOCC1 | 2.9 | -0.3% | -1.4% | -21.8% | -2.5% | -1.0 | 2.4%
